# EWS-Fli block: blocks EWS/Fli oncoprotein-driven transcription | hit rate 0.67% among 350,000 | A673 NR0B1-luciferase reporter, viability-normalised | AID 651661 | inhibition, % at 12.6 µM;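 active = mean inhibition of at least 50% after viability correction, with every replicate also passing that limit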;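 also: firefly luciferase signal divided by Alamar Blue viability fluorescence both relative to DMSO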
# FN deposition inh: fibronectin deposition inhibition. AH1F fibroblasts, Alexa488-fibronectin deposition fluorescence, overnight. hit rate 0.086% among 350,000. inhibition, % at 12.6 µM;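 active = mean inhibition across replicates of 30% or more, regardless of how many single replicates reach that level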;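 also: positive control wells lacked labelled fibronectin entirely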
#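 material = AH1F fibroblast monolayer depositing Alexa488-labelled fibronectin into matrix | amount = 10000 AH1F cells/well | buffer or medium = DMEM plus 2% serum, read in PBS | incubation = 1 h cell adhesion before compound, then overnight fibronectin incubation | detection = fluorescence at 485 nm excitation, 525 nm emission | evaluation = percent inhibition as loss of matrix-bound fibronectin fluorescence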
# PAX8 reporter: inhibitors of PAX8 transcriptional activity in RMG-I cells; RMG-I TPO-luciferase reporter, SteadyGlo, 24 h; inhibition, % at 12.6 µM; hit rate 1.2% among 360,000; AID 652154;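 active = mean replicate inhibition at least 60% with every replicate also reaching 60%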;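 also: luciferase light reporting Pax8 driven TPO promoter activity; plate controls were median of neutral control wells for no effect and mitoxantrone controls for full effect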
# PGC1a acetyl inh: PGC1a acetylation modulation, inhibitor mode; U2OS PGC1a acetylation, AlphaScreen anti-acetyl-lysine; with virally co-expressed GCN5 acetyltransferase; inhibition, % at 15.6 µM; hit rate 0.17% among 350,000; AID 651687;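 active = every replicate shows inhibition of at least 40%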;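 also: 0% = neutral control wells and 100% = positive control wells; some results beyond the cut were filed as inactive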
# LGR2 inh: blocks bursicon-induced cAMP signaling via Drosophila LGR2. HEK293 LGR2, CRE-luciferase, bursicon-stimulated, 4 h. inhibition, % at 9.99 µM. hit rate 0.35% among 380,000. AID 720647;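 active = drop in luminescence signal, shown as inhibition above about 50% in the replicate tests, limit read from the data, passing the limit was not always enough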;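 also: agonist challenge used bursicon conditioned medium at about half maximal strength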
# PglD inh: PglD (C. jejuni) enzyme inhibition; purified PglD enzyme, DTNB colorimetric CoA detection; inhibition, % at 12.5 µM; hit rate 0.098% among 360,000; in the data active = inhibition above about 16%, passing the limit was not always enough; also: strong numbers were not always called active
# S100A4 inh HTS: S100A4-myosin IIA interaction inhibition. P26447. S100A4/TAMRA-MyoIIA peptide fluorescence polarization. inhibition, % at 10.7 µM. hit rate 0.14% among 360,000. AID 652163;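 active = mean inhibition of at least 70% across replicates, with every replicate also reaching that level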
# Target sequence (P26447 whole entry, looked up): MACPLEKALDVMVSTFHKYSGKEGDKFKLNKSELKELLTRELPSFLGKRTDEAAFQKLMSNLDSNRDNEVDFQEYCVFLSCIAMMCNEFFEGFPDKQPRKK
#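 Test system: S100A4 monomer protein; Medium: HEPES pH 7.2 with CaCl2, KCl, NaCl, DTT, Triton; Probe or stimulus: TAMRA-labelled myosin IIA heavy-chain peptide probe, 5 nM; Doses: one dose per compound; Times: polarization read 5 min after assay mix addition, stable 5–60 min; Benchmarks: neutral control DMSO, positive control TFP.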
# ERAP1 HTS inh: inhibitors of human ERAP1 aminopeptidase | recombinant ERAP1, Leu-AMC fluorescence, 60 min | inhibition, % at 10.7 µM | hit rate 0.15% among 340,000 | AID 652197;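 active = mean replicate inhibition of at least 30%, or all replicates individually reaching that 30% level; inactive = mean below 30% and not every replicate reaching it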;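 also: 0% = neutral control wells and 100% = L-leucinethiol positive control wells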
# Target sequence (Q9NZ08 whole entry, looked up): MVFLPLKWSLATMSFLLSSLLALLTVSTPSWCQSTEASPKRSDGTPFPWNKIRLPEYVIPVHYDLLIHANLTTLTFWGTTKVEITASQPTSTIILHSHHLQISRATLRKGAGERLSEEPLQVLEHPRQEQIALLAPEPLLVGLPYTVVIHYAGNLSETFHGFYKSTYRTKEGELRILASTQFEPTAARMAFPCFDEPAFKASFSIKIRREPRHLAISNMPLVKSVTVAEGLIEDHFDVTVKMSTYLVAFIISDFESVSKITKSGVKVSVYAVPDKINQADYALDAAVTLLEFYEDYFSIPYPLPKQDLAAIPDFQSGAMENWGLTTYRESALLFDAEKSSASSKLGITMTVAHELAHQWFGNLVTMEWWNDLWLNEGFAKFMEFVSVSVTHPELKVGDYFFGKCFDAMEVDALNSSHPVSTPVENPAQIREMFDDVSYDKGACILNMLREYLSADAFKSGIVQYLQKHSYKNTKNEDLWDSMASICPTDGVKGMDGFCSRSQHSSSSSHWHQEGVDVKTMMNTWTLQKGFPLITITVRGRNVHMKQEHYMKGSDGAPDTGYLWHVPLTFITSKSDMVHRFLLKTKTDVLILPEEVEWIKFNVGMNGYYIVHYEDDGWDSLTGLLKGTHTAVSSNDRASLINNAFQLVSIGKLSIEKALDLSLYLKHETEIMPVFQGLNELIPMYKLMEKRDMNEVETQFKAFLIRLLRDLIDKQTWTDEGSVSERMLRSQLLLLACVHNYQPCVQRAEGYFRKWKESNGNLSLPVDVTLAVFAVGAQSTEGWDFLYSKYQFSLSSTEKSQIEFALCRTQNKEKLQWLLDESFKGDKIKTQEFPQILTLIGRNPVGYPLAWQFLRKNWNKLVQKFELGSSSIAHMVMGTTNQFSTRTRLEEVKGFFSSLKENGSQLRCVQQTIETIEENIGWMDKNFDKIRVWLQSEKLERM
# Numbers without * were called inactive; / = no result given.
no.	Compound	EWS-Fli block	FN deposition inh	PAX8 reporter	PGC1a acetyl inh
1	COC(=O)Cc1ccc(NC(=S)NC(C)(C)C)cc1	-13	-6	-26	/
2	CCOC(=O)c1cc2c(nc1N)CCCC2	0	8	0	/
3	C[C@@H]1CN([C@H](C)CO)C(=O)Cc2cc(NC(=O)c3ccncc3)ccc2O[C@H]1CN(C)Cc1ccc(-c2ccccc2)cc1	24	/	10	0
4	COc1ccccc1CN1CCNC(=O)C1CC(=O)NCC1CCOCC1 (stereo unspecified)	/	3	6	-3
5	O=C(Nc1cccnc1Cl)c1noc2c1CCc1ccccc1-2	-93	7	-75	/
6	Cc1ccc(S(=O)(=O)N(C)C[C@@H]2Oc3c(NS(=O)(=O)c4ccc(F)cc4)cccc3C(=O)N([C@@H](C)CO)C[C@H]2C)cc1	-8	/	0	6
7	COc1ccc2c(c1)[nH]c1c(=O)n(/N=C/c3ccc(OC)c(CN4CCCCC4)c3)cnc12	-15	-5	-7	0
8	COc1ccc(C(=O)OCCOc2cccc(Cl)c2)cc1S(=O)(=O)N1CCOCC1	0	5	5	/
9	CSc1nnc(-c2ccc(C(F)(F)F)nc2C)o1	-9	2	-12	-10
10	O=C(NCCN1CCOCC1)C(=O)NCC1OCCCN1S(=O)(=O)c1cc(F)ccc1F (stereo unspecified)	2	14	1	/
11	O=C(Nc1ccc2c(c1)[C@@H]1C[C@H](CC(=O)N3CCCCC3)O[C@H](CO)[C@@H]1O2)NC1CCCC1	-6	-7	-24	2
12	C[C@H]1CN([C@@H](C)CO)C(=O)c2cc(NC(=O)C3CCCCC3)ccc2O[C@@H]1CN(C)S(=O)(=O)c1ccc(F)cc1	1	2	/	3

no.	LGR2 inh	PglD inh	S100A4 inh HTS	ERAP1 HTS inh
1	5	/	-3	3
2	1	/	-9	/
3	4	-4	1	5
4	-2	2	-19	-3
5	-39	/	1	6
6	2	1	/	/
7	-8	4	-7	-1
8	1	-3	-7	2
9	-2	-2	-7	/
10	-4	0	-15	-1
11	-3	-2	-11	-2
12	-4	2	3	0

# The list continues.
no.	Compound	EWS-Fli block	FN deposition inh	PAX8 reporter	PGC1a acetyl inh
13	COc1ccc(CC(N)c2csc(Nc3ccc(S(C)(=O)=O)cc3)n2)cc1 (stereo unspecified)	3	2	9	-1
14	COc1ccccc1NC(=O)c1ccc(COc2ccccc2OC)cc1	-3	0	-8	/
15	COc1ccc(NC(=O)COc2coc(CN3CCc4ccccc4C3)cc2=O)cc1	4	-4	19	/
16	CS(=O)(=O)N1C[C@H](O)COC[C@@H]2O[C@@H](CC(=O)NCc3ccc(-c4ccccc4)cc3)CC[C@H]21	-16	-1	-13	5
17	O=C(NC[C@@H]1[C@H](c2ccccc2)[C@@H](CO)N1C(=O)C1CCC1)NC1CCCC1	1	-7	-1	2
18	Cc1cc(NC(=O)CCSc2ccc(Cl)cc2)no1	-10	2	-5	/
19	COc1ccc(Cn2c3ccc(OC)cc3c3nc4ccccc4nc32)cc1	/	10	4	4
20	COC(=O)C1=C(O)/C(=C\c2ccc(OCC(=O)Nc3ccc(OC)cc3)cc2)N=C1C	0	4	-13	-2
21	C[C@@H]1CN([C@@H](C)CO)C(=O)c2cc(NC(=O)c3ccncc3)ccc2O[C@@H](C)CCCCO[C@@H]1CN(C)C(=O)CCC(F)(F)F	-10	/	-5	11
22	CNC[C@H]1Oc2ccc(N)cc2CC(=O)N([C@H](C)CO)C[C@H]1C	-1	-3	/	/
23	CCN(CC)S(=O)(=O)c1ccc(C)c(C)c1	/	4	0	-5
24	O=C(CN1CCCN(S(=O)(=O)c2ccc(F)cc2)CC1)Nc1c(Cl)cccc1Cl	12	3	-3	-19

no.	LGR2 inh	PglD inh	S100A4 inh HTS	ERAP1 HTS inh
13	26	0	-5	0
14	4	/	-4	/
15	23	3	-2	-7
16	1	2	4	0
17	4	-3	/	/
18	-6	/	-9	0
19	6	-3	/	/
20	9	-4	2	4
21	/	-1	/	/
22	5	/	-3	/
23	/	4	/	/
24	0	3	6	-4

# More structures
no.	Compound	EWS-Fli block	FN deposition inh	PAX8 reporter	PGC1a acetyl inh
25	CC(C)CCN1CCN(Cc2cn[nH]c2C2CCCCC2)CC1CCO (stereo unspecified)	7	-4	-1	2
26	CNC(=O)C[C@H]1CC[C@H]2[C@@H](COc3ccc(NC(=O)c4ccno4)cc3C(=O)N2C)O1	1	-3	-1	13
27	COc1cccc(-c2ccc3c(c2)O[C@@H](CN(C)C)[C@H](C)CN([C@H](C)CO)S3(=O)=O)c1	2	/	/	-9
28	Nc1n[nH]c(-c2ccccc2[N+](=O)[O-])n1	-11	/	4	/
29	CCOC(=O)c1ccc(NC(=O)CN2CCN(CCN=CC3=C(O)CC(C)(C)CC3=O)CC2)cc1	-8	4	3	8
30	O=C(NCCc1cccc(F)c1)C1CCC(=O)N(CCCc2ccccc2)C1 (stereo unspecified)	6	4	/	/
31	O=C(Cc1ccccc1)N[C@H]1CC[C@@H](CC(=O)N2CCOCC2)O[C@H]1CO	-10	-1	-9	2
32	COc1cccc(-c2coc3cc4oc(=O)c(CCC(=O)O)c(C)c4cc23)c1	11	5	-8	/
33	O=C(/C=C/c1ccco1)OCn1nnc2ccccc2c1=O	5	-3	47	/
34	COc1ccc(COC(=O)c2sc3nc4n(c(=O)c3c2C)CCC4)cc1	4	/	8	-3
35	COc1ccc(OC)c(NC(=O)C2CCCN2S(=O)(=O)c2cccc3nsnc23)c1 (stereo unspecified)	/	0	-3	13
36	Cc1ccc(NC(=O)CS(=O)Cc2nc(-c3ccc(C)cc3)oc2C)cc1 (stereo unspecified)	13	-3	6	34

no.	LGR2 inh	PglD inh	S100A4 inh HTS	ERAP1 HTS inh
25	/	-3	-16	-5
26	9	0	/	/
27	17	-3	-3	0
28	-6	/	-5	0
29	7	-1	-2	1
30	-2	4	-1	-2
31	3	7	0	-1
32	2	3	6	5
33	-7	/	5	6
34	-24	2	0	-1
35	1	5	-5	1
36	33	1	-5	3

# 3 structures already listed, sorted by molecular weight, ascending:
no.	Compound	EWS-Fli block	FN deposition inh	PAX8 reporter	PGC1a acetyl inh
32	COc1cccc(-c2coc3cc4oc(=O)c(CCC(=O)O)c(C)c4cc23)c1	11	5	-8	/
27	COc1cccc(-c2ccc3c(c2)O[C@@H](CN(C)C)[C@H](C)CN([C@H](C)CO)S3(=O)=O)c1	2	/	/	-9
29	CCOC(=O)c1ccc(NC(=O)CN2CCN(CCN=CC3=C(O)CC(C)(C)CC3=O)CC2)cc1	-8	4	3	8

no.	LGR2 inh	PglD inh	S100A4 inh HTS	ERAP1 HTS inh
32	2	3	6	5
27	17	-3	-3	0
29	7	-1	-2	1

# More entries.
no.	Compound	EWS-Fli block	FN deposition inh	PAX8 reporter	PGC1a acetyl inh
37	COc1ccccc1N1CCN(C(=O)CCc2nnc3ccc(N4CCC(C)CC4)nn23)CC1	10	5	54	1
38	Cc1cccc(CN2CCN(Cc3cnn(-c4ccccc4F)c3)CC2CCO)n1 (stereo unspecified)	0	6	12	3
39	COc1ccc(OCc2cc(C(=O)NC(C)Cc3cnccn3)no2)c(Cl)c1 (stereo unspecified)	/	-5	-126	10
40	COc1ccc(CNS(=O)(=O)c2ccc(NC(=O)N3CCCCC3)cc2)cc1	25	-9	21	/
41	Cc1ccccc1C(=O)c1cccn1CC(=O)NCC(C)c1ccccc1 (stereo unspecified)	9	-5	-11	0
42	Cc1noc(C)c1NC(=O)Nc1ccc2c(c1)C(=O)N([C@H](C)CO)C[C@@H](C)[C@H](CN(C)Cc1ccc(C(=O)O)cc1)OCCCC[C@H](C)O2	-14	/	-8	-2
43	CCOC(=O)C1CCCN(C(=O)c2ccncc2)CC1 (stereo unspecified)	-2	-1	8	/
44	COc1ccc(N(CC(=O)N2CCN(c3ccccc3F)CC2)S(=O)(=O)c2ccc(C)cc2)cc1	9	8	2	10
45	S=C(Nc1ccc(Br)cc1)NC1CCCCC1	-41	2	-89	/
46	COc1ccc(C=NNc2nc3ccccc3s2)cc1	66*	-8	18	-18
47	Cc1ccc(CN2CCS(=O)(=O)CC2)o1	15	-8	1	12
48	C=CCn1nnnc1-c1cccc(Cl)c1	2	11	7	5

no.	LGR2 inh	PglD inh	S100A4 inh HTS	ERAP1 HTS inh
37	9	1	0	0
38	11	/	22	-6
39	-63	5	-2	-3
40	9	2	-6	-2
41	4	-1	3	-2
42	13	-1	/	/
43	5	3	-1	-2
44	2	-2	-4	-1
45	-63	/	0	-3
46	78*	-7	-6	1
47	2	/	3	-2
48	-26	/	-2	-2

# Quoted at random: 6 compounds from above, in no set order.
no.	Compound	EWS-Fli block	FN deposition inh	PAX8 reporter	PGC1a acetyl inh
48	C=CCn1nnnc1-c1cccc(Cl)c1	2	11	7	5
40	COc1ccc(CNS(=O)(=O)c2ccc(NC(=O)N3CCCCC3)cc2)cc1	25	-9	21	/
41	Cc1ccccc1C(=O)c1cccn1CC(=O)NCC(C)c1ccccc1 (stereo unspecified)	9	-5	-11	0
42	Cc1noc(C)c1NC(=O)Nc1ccc2c(c1)C(=O)N([C@H](C)CO)C[C@@H](C)[C@H](CN(C)Cc1ccc(C(=O)O)cc1)OCCCC[C@H](C)O2	-14	/	-8	-2
39	COc1ccc(OCc2cc(C(=O)NC(C)Cc3cnccn3)no2)c(Cl)c1 (stereo unspecified)	/	-5	-126	10
46	COc1ccc(C=NNc2nc3ccccc3s2)cc1	66*	-8	18	-18

no.	LGR2 inh	PglD inh	S100A4 inh HTS	ERAP1 HTS inh
48	-26	/	-2	-2
40	9	2	-6	-2
41	4	-1	3	-2
42	13	-1	/	/
39	-63	5	-2	-3
46	78*	-7	-6	1

# The list goes on:
no.	Compound	EWS-Fli block	FN deposition inh	PAX8 reporter	PGC1a acetyl inh
49	COc1cccc(-c2ccc3c(c2)[C@@H]2[C@@H](CCN2C(=O)c2ccccn2)[C@@H](CO)N3C)c1	-4	8	-62	4
50	NC(=O)C1CC(=O)N(Cc2ccc3c(c2)OCO3)C(=Nc2ccccc2)S1 (stereo unspecified)	-3	/	/	-2
51	COC(=O)C1=COC(OC2OC(CO)C(O)C(O)C2O)C2C(C)CC(=O)C12 (stereo unspecified)	6	/	/	3
52	CC(COc1ccccc1)N1CCC(CO)(CCc2ccccc2)CC1 (stereo unspecified)	9	4	15	-4
53	CCCc1ccc(S(=O)(=O)N(C)S(=O)(=O)c2ccc(F)cc2)cc1	6	5	-6	/
54	COc1ccc(C(=O)CSc2nc(C)cc(C)n2)cc1[N+](=O)[O-]	13	-5	-1	33
55	COc1ccc2nc(NC(=O)c3ccoc3C)sc2c1	8	/	/	-11
56	Cc1noc(C)c1S(=O)(=O)Nc1ccc2c(c1)C(=O)N([C@H](C)CO)C[C@H](C)[C@H](CN(C)S(=O)(=O)c1ccc(F)cc1)OCCCC[C@H](C)O2	16	/	41	-1
57	O=C(Nc1cccc(-c2csc(Nc3ccc(Cl)cc3)n2)c1)c1cc([N+](=O)[O-])cc(C(F)(F)F)c1	1	-15	79*	-20
58	O=C(NC(=S)N(Cc1ccccc1)c1ccccn1)C1CCCCC1	4	2	-24	/
59	Cc1cc(NC(=O)c2cc3ccccc3o2)ccc1NC(=O)c1ccccc1	-100	11	-4	13
60	COc1cccc2cc(C(=O)NCCc3ccccc3)oc12	/	/	-96	5
61	COc1cccc(C(=O)Nc2nnc(SCC(=O)Nc3ccc(NC(C)=O)cc3)s2)c1	-46	0	-148	-6

no.	LGR2 inh	PglD inh	S100A4 inh HTS	ERAP1 HTS inh
49	-26	1	/	/
50	3	6	-4	0
51	9	-4	-10	2
52	12	1	-6	-2
53	8	-1	1	2
54	-4	-2	-1	8
55	48	8	0	0
56	-4	-28	-43	3
57	4	-6	-14	-1
58	-20	/	0	2
59	6	-4	-4	0
60	-70	2	-1	0
61	4	1	-1	-21
